Assay outcomes as filed in PubChem.
OX1R antag-1 – antagonists of human orexin 1 receptor (OX1R). inhibition, % at 6.6 µM. Orexin/Hypocretin receptor type 1 (Homo sapiens), O43613. OX1R-expressing cells, FRET antagonist read-out. 330,000 compounds, 1.8% hits. AID 485270, 2010; in the data active means inhibition mostly above about 38%, no sharp cut-off; inactive means mostly below about 40%;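 further: 0% = agonist challenge alone and 100% = reference antagonist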
Target sequence (O43613 whole entry, looked up): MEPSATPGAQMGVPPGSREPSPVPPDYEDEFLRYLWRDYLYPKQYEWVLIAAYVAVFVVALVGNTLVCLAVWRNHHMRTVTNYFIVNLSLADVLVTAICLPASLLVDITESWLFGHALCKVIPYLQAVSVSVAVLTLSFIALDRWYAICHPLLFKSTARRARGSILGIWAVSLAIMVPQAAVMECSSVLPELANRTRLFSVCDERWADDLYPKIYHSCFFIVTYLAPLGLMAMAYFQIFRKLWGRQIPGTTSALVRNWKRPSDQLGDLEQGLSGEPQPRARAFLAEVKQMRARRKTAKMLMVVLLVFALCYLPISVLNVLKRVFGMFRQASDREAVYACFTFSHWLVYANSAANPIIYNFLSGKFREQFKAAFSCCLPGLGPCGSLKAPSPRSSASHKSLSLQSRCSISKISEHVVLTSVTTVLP
OX1R antag-2 – OX1R (HCRTR1) antagonists, primary screen, fluorescence, CHO/OX1R cells, Fluo-8 calcium, orexin A. Orexin/Hypocretin receptor type 1 (Homo sapiens), O43613. Fluo-8 calcium fluorescence. inhibition, % at 5 µM. 330,000 compounds, 0.43% hits. AID 434989, 2010;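 active means inhibition above its plate's threshold, mean inhibition of all tested compounds on the plate plus 3 SD, cut at about 37% in these data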;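 further: 0% = orexin A challenge wells and 100% = SB-334867-A antagonist wells; not every result past the cut was called active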
The depositor's hits bear a star. This is a random part of the collection; about 2% have a hit in one of these screens.

SMILES	OX1R antag-1	OX1R antag-2
O=C1CCCCC/C1=N/Nc1ccc(OCc2ccccc2)cc1	10.2	-13.5
COCCCn1c(SCC(=O)NC2CCCCC2)nnc1-c1ccncc1	5.3	-4.4
COc1ccc(C(C(=O)NC2CCCCC2)N(C(=O)c2ccco2)c2ccc(-n3cnnn3)c(C)c2)cc1 (configuration not stated)	35.3	-17.6
CCOC(=O)C1=C(C)N2C(=C(C#N)[C@@H]1c1ccc(C(=O)OC)cc1)SC[C@@]2(O)C(C)(C)C	52.6*	17.0
COc1ccccc1NC(=O)NCCCN1CCN(c2cccc(Cl)c2)CC1	4.0	-20.0
CN1CCN(S(=O)(=O)c2ccccc2)CC1	5.0	-15.1
Cc1nc(SCc2ccc(O)c([N+](=O)[O-])c2)c([N+](=O)[O-])[nH]1	36.3	-6.0
Cc1cccc(OCC(=O)Nc2cccc(O)c2)c1	2.9	-18.2
COCC(=O)c1[nH]c2ccccc2c1C	25.1	-5.2
CCC(NC(=O)Nc1cc(C)on1)(C(F)(F)F)C(F)(F)F	9.5	-8.4
Cc1ccc(S(=O)(=O)NC(CC(=O)O)c2ccccc2)c(C)c1 (configuration not stated)	4.1	15.5
CC(C)CC(=O)Nc1ccc(C(=O)COC(=O)C2=COCCO2)cc1	13.6	-15.0
Cc1ccc(Oc2nnc(-c3ccccc3)c3ccccc23)cc1	15.2	-5.5
CCN(CC(=O)Nc1c(F)cccc1F)C(=O)c1ccc(-n2cncn2)c([N+](=O)[O-])c1	28.5	-10.1
O=Cc1cccn1-c1nccc(-c2ccco2)n1	14.4	-7.2
CC(=O)N1CCN(C(=O)c2cc(-c3ccc(C)o3)nc3ccccc23)CC1	22.7	-14.4
O=C(Nc1cccc(Cl)c1)c1cncn1-c1ccc(F)cc1	12.1	-11.5
CC(=O)Nc1ccc(S(=O)(=O)N2CCN(Cc3cccc([N+](=O)[O-])c3)CC2)cc1	25.3	-16.8
O=C1C=CC(O)(c2cc(=O)c3c(O)cc(O)cc3o2)C=C1	10.1	-12.8
S=c1nc[nH]c2c1sc1nc(N3CCOCC3)c3c(c12)CCCC3	26.4	-11.1
Cn1c(O)c(N=Nc2ccccc2[N+](=O)[O-])c2ccccc21	3.4	2.2
CCc1n(CC(O)COCC2CC=CCC2)c2ccccc2[n+]1C (configuration not stated)	10.3	-3.5
O=C(COC(=O)c1cccs1)c1ccc2ccccc2c1	37.1	38.0
COc1ccc(C2=NOC(Cn3nc(-c4ccccc4)cc3C(=O)NCc3ccccc3OC)C2)cc1 (configuration not stated)	6.0	29.1

Not a retest: three of the compounds above.
SMILES	OX1R antag-1	OX1R antag-2
O=C1CCCCC/C1=N/Nc1ccc(OCc2ccccc2)cc1	10.2	-13.5
COCCCn1c(SCC(=O)NC2CCCCC2)nnc1-c1ccncc1	5.3	-4.4
COc1ccc(C(C(=O)NC2CCCCC2)N(C(=O)c2ccco2)c2ccc(-n3cnnn3)c(C)c2)cc1 (configuration not stated)	35.3	-17.6

Individual results from the list.
Cc1cccc(OCC(=O)Nc2cccc(O)c2)c1 in OX1R antag-2 shows -18.2
O=C(Nc1cccc(Cl)c1)c1cncn1-c1ccc(F)cc1 in OX1R antag-2 shows -11.5
COCC(=O)c1[nH]c2ccccc2c1C in OX1R antag-2 shows -5.2
CC(=O)N1CCN(C(=O)c2cc(-c3ccc(C)o3)nc3ccccc23)CC1 in OX1R antag-2 shows -14.4
COc1ccc(C2=NOC(Cn3nc(-c4ccccc4)cc3C(=O)NCc3ccccc3OC)C2)cc1 (configuration not stated) in OX1R antag-1 shows 6.0
O=C1CCCCC/C1=N/Nc1ccc(OCc2ccccc2)cc1 in OX1R antag-1 shows 10.2

Next part.
SMILES	OX1R antag-1	OX1R antag-2
COc1ccc(C(c2c(NC(C)=O)sc3c2CCCC3)N2CCN(CCO)CC2)cc1OC (configuration not stated)	10.5	-25.9
O=S(=O)(c1ccc(N2CCCC2)nc1)N1CCOCC1	6.4	8.6
O=C(CSc1nc2ncccc2[nH]1)NC1CCCCC1	27.2	-14.8
COc1ccc(C(=O)NC(=S)Nc2ccc(CN3CCOCC3)cc2)cc1Cl	26.6	-13.2
Cc1ccc(NC(=O)C2CCN(C(=O)NC3CCCCC3)CC2)c(C)c1	29.3	-22.3
CCNC(=O)CC1C(=O)N(c2ccccc2)C(=O)N1CCC(C)C (configuration not stated)	8.7	-19.1
O=C(CSCc1ccc(Cl)cc1)NN=C1CCCC1	14.1	-2.4
Cc1ccc(NC(=O)COC(=O)CNC(=O)c2ccc3ccccc3c2)c([N+](=O)[O-])c1	34.6	-11.6
COCC(=O)Oc1c(S(=O)(=O)c2ccccc2)c(C)nn1C(C)(C)C	8.6	-13.9
COc1ccc(CCNS(=O)(=O)c2cn(C)nc2C)cc1	12.2	-18.3
CCn1c(CNC(=O)COc2ccc(C(C)C)cc2)nnc1SCC(=O)Nc1ccccc1C(C)C	16.4	35.2
COc1ccc(CCNC(=O)CSc2nnc(C(C)N(C)C)n2Cc2ccccc2)cc1OC (configuration not stated)	16.3	-19.5
COc1ccccc1NC(=S)NC12CN3CN(CN(C3)C1)C2	1.5	-9.1
Cc1ccc(S(=O)(=O)N(C)C)cc1NC(=O)COC(=O)Cc1n[nH]c(=O)c2ccccc12	20.1	-1.6
C#CC(CC)(CC)NC(=O)NC1CCCCC1	9.1	-4.1
Cc1cccc(C)c1NC(=O)CN(C)C(=O)CCC(=O)c1ccccc1	3.4	-3.9
Cc1ccc2nc(NC(=O)C3CCN(S(=O)(=O)c4cc([N+](=O)[O-])ccc4Cl)CC3)sc2c1	50.3	24.1
O=C(COc1ncnc2ccccc12)NCCC1=CCCCC1	13.3	-3.5
COC(=O)Cc1cc(=O)oc2cc(O)ccc12	11.7	-0.4
CCOC(=O)C1=C(COC(=O)c2cccs2)NC(=O)NC1C (configuration not stated)	-5.6	-7.2
C=C1c2cc(C)c(C)cc2NC(=O)N1c1ccccc1	-0.6	-21.3
CC(=O)C[C@H](O)CC(=O)[C@@H]1OC(=O)CCCCCc2ccccc21	3.4	-9.7
CC(C)(C)C(=O)Nc1nc(=S)ss1	23.3	-15.0
Cc1cccc2cc(C#N)c(NCCNC(=O)NC3CCCCC3)nc12	13.0	-6.9
COc1cccc(CNC(=O)c2cc3ccccn3n2)c1	5.2	-9.3
O=S(=O)(c1cccs1)N1CCN(c2ccc(Cl)cc2)CC1	8.9	0.1
C/C=C(\C)C(=O)Nc1cccc(C2=NOC3(C2)C[C@@H](C(N)=O)N(C(=O)c2ccccc2C(=O)c2ccccc2)C3)c1 (some centres not stated)	23.6	-11.2
Cc1cc(CNC(=O)C(C)n2nc(C)c([N+](=O)[O-])c2C)c2ccccc2n1 (configuration not stated)	0.1	-30.8
CCCc1nnc(SCC(=O)Nc2nnc(CC)s2)n1CC1CCCO1 (configuration not stated)	3.8	-17.5
Cc1cc(C(c2cc(C)c(N)c(C)c2)c2ccco2)cc(C)c1N	3.6	10.6
CCC(=O)Nc1c2c(nn1-c1ccccc1)CSC2	9.0	-9.6
COc1ccc(-n2nc3c(c2NC(=O)C24CC5CC(CC(C5)C2)C4)CS(=O)C3)cc1 (configuration not stated)	6.7	-13.1
COc1ccc(N/C=C\C(=O)c2ccc3c(c2)OCO3)cc1OC	14.9	-17.5
COc1ccc(NC(=O)CN(c2ccc(F)cc2)S(=O)(=O)c2ccccc2)c(OC)c1	17.4	-27.6
COC(=O)c1ccc(Cn2cnc3c(cnn3-c3ccc(C)c(C)c3)c2=O)o1	4.7	-28.3
CCOc1ccc(S(=O)(=O)NCCCn2ccnc2)cc1	11.6	-2.3
COc1cc(/C=C/C(=O)c2ccc3c(c2)OCO3)cc(OC)c1OC	3.0	-15.6
C#CCOCCOCCOCCNc1nc(N2CCN(C(=O)[C@H](CCCCN)n3cc([C@@H](N)CO)nn3)CC2)nc(N2CCN(C(=O)[C@H](CCCCN)n3cc([C@@H](N)CC(C)C)nn3)CC2)n1	-0.6	32.6
Cc1nn(-c2ccc([N+](=O)[O-])cc2)c2c1C(c1cccc(Br)c1)N1C(=N2)C(=O)Nc2ccccc21 (configuration not stated)	-1.4	5.1
CC1CCN(C(=O)Cn2c(=O)n(CCc3ccccc3)c(=O)c3ccccc32)CC1	6.4	-23.3

A second format for 6 compounds above:
Order of values: OX1R antag-1	OX1R antag-2
C#CCOCCOCCOCCNc1nc(N2CCN(C(=O)[C@H](CCCCN)n3cc([C@@H](N)CO)nn3)CC2)nc(N2CCN(C(=O)[C@H](CCCCN)n3cc([C@@H](N)CC(C)C)nn3)CC2)n1
 : -0.6	32.6
COc1ccc(N/C=C\C(=O)c2ccc3c(c2)OCO3)cc1OC
 : 14.9	-17.5
COc1cc(/C=C/C(=O)c2ccc3c(c2)OCO3)cc(OC)c1OC
 : 3.0	-15.6
COC(=O)c1ccc(Cn2cnc3c(cnn3-c3ccc(C)c(C)c3)c2=O)o1
 : 4.7	-28.3
COc1ccc(NC(=O)CN(c2ccc(F)cc2)S(=O)(=O)c2ccccc2)c(OC)c1
 : 17.4	-27.6
Cc1nn(-c2ccc([N+](=O)[O-])cc2)c2c1C(c1cccc(Br)c1)N1C(=N2)C(=O)Nc2ccccc21 (configuration not stated)
 : -1.4	5.1

Additional structures
CCCc1ccc(C(C)NC(=S)NCc2ccc(F)cc2)cc1 (configuration not stated)
  OX1R antag-1: 10.5; OX1R antag-2: 25.2

O=S(=O)(Cc1ccccc1)NCC1CCCN(Cc2ccc3nonc3c2)C1 (configuration not stated)
  OX1R antag-1: 11.9; OX1R antag-2: -19.6

COc1ccc(S(=O)(=O)NCC2CC3C=CC2C3)cc1OC (configuration not stated)
  OX1R antag-1: 2.0; OX1R antag-2: 0.1

CCC1Oc2ccc(C)cc2N(CC(=O)N(Cc2ccc3c(c2)OCO3)CC2CCCO2)C1=O (configuration not stated)
  OX1R antag-1: 22.5; OX1R antag-2: -30.1

COCCN(C(=O)Nc1ccccc1)C(C)c1cccnc1 (configuration not stated)
  OX1R antag-1: 12.5; OX1R antag-2: -12.5

N#CC(C#N)=C/C(C#N)=C(/N)N1CCN(c2ccc(Cl)cc2)CC1
  OX1R antag-1: 13.4; OX1R antag-2: 9.2

Cc1ccc(S(=O)(=O)Nc2ccc(Cl)cn2)cc1
  OX1R antag-1: -5.5; OX1R antag-2: -9.2

O=C(c1ccco1)N1CCN(C(=S)Nc2ccccc2Cl)CC1
  OX1R antag-1: -7.2; OX1R antag-2: 6.0

Cc1c(OC(C)C(=O)N2C[C@H]3C[C@@H](C2)c2cccc(=O)n2C3)ccc2c3c(c(=O)oc12)CCCC3 (some centres not stated)
  OX1R antag-1: 11.3; OX1R antag-2: -27.4

Cc1cccc(OCCCCc2c(C)n[nH]c2C)c1C
  OX1R antag-1: 22.2; OX1R antag-2: 11.9

Cc1ccc2cccc(NC(=S)NC(=O)c3ccnn3C)c2n1
  OX1R antag-1: 48.0*; OX1R antag-2: 21.9

COC(CNC(=O)c1ccc(N2CCc3ccccc32)c([N+](=O)[O-])c1)OC
  OX1R antag-1: 39.9; OX1R antag-2: -5.6

Cn1c(=O)cc(NCCc2ccccc2)[nH]c1=O
  OX1R antag-1: 12.5; OX1R antag-2: -18.3

Cc1c(NC(=O)C(C)OC(=O)c2cccs2)c(=O)n(-c2ccccc2)n1C (configuration not stated)
  OX1R antag-1: 14.8; OX1R antag-2: -8.2

FC(F)(F)c1cccc(CNc2ncccc2-c2nc3cc(Cl)ccc3o2)c1
  OX1R antag-1: 19.8; OX1R antag-2: 0.2

Brc1ccc(N=NNc2ccccc2)cc1
  OX1R antag-1: -4.5; OX1R antag-2: -9.7

O=C(c1ccccc1)N1CCN(C(=O)N2CCCCC2)CC1
  OX1R antag-1: 4.0; OX1R antag-2: 0.8

COc1cc(/C=C/C(=O)O)cc(S(=O)(=O)NCc2ccc3c(c2)OCO3)c1OC
  OX1R antag-1: 12.1; OX1R antag-2: -14.2

CCOc1ccc(Cl)cc1S(=O)(=O)n1cnc2cc(C)c(C)cc21
  OX1R antag-1: -2.7; OX1R antag-2: -22.9

Cn1ncc(Cl)c(Oc2ccc(Cl)cc2)c1=O
  OX1R antag-1: 19.5; OX1R antag-2: -12.7

O=C(NCCSc1ccccc1)c1ccc(CN2CCOCC2)cc1
  OX1R antag-1: 5.8; OX1R antag-2: -27.1

Cc1nn(CC(=O)NC2C(=O)N3C(C(=O)O)=C(CSc4nnnn4C)CSC23)cc1Br (configuration not stated)
  OX1R antag-1: 13.2; OX1R antag-2: -8.1

Cc1cc2c(=O)n(NC(N)=O)c(C)nc2s1
  OX1R antag-1: 4.8; OX1R antag-2: -5.6

CCCC(C(=O)Nc1ccc(C)c(S(=O)(=O)N2CCOCC2)c1)c1ccccc1 (configuration not stated)
  OX1R antag-1: 13.5; OX1R antag-2: -23.2

O=C(C1CC1)N1CCN(c2nc3ccccc3s2)CC1
  OX1R antag-1: 5.5; OX1R antag-2: -13.8

O=C(CN1CCN(C(=O)C2CCC2)CC1)Nc1ccc(F)cc1
  OX1R antag-1: 8.6; OX1R antag-2: -8.5

COC(=O)c1ccc(C)c(NC(=O)Cc2ccc([N+](=O)[O-])cc2)c1
  OX1R antag-1: 12.4; OX1R antag-2: -10.4

Cc1ccc(C(N)=Nc2ccccc2)cc1
  OX1R antag-1: 5.2; OX1R antag-2: -0.5
